Screens deposited in PubChem BioAssay by National Center for Advancing Translational Sciences (NCATS).
L3MBTL1 inh: qHTS Assay for the Inhibitors of L3MBTL1; Lethal(3)malignant brain tumor-like protein 1 (Homo sapiens), Q9Y468; AlphaScreen L3MBTL1–H3K9me1 peptide binding; Potency, µM (top dose mostly 57.1 µM), without a hit: top-dose activity, negative = inhibition, most hits filed as inhibitors; 230,000 compounds, 0.66% hits; AID 485360, 2010; active = well fitted inhibition curve with a large enough effect; inconclusive = small, poorly fitted or top-dose-only effect; inactive = no such curve, though single readings can be large or run the other way; note: nearly all actives have a fitted effect of over 60% in size
Target sequence (Q9Y468 whole entry, looked up): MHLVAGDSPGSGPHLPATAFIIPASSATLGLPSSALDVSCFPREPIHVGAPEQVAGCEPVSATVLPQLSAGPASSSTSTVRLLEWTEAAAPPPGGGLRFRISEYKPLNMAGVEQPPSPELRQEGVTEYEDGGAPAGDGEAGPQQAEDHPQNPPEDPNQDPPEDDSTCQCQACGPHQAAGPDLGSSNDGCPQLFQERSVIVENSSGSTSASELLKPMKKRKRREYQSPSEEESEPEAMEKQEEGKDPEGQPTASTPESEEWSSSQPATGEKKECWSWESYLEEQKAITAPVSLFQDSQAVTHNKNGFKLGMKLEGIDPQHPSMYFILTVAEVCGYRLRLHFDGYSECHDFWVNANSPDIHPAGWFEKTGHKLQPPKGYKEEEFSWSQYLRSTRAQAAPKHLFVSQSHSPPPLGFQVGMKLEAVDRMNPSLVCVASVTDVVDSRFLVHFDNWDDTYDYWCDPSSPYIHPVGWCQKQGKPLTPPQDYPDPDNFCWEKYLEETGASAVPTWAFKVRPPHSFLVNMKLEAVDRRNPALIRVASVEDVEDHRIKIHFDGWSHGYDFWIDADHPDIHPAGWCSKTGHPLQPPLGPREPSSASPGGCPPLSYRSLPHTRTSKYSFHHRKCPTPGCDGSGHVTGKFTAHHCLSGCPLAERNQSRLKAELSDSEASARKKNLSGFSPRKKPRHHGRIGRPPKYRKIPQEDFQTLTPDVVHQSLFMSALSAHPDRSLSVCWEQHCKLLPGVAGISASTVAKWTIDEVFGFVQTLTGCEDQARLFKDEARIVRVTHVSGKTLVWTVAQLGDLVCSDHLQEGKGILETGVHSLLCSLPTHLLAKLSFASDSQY
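L3MBTL1 50 nM + b-AHA-H3(1-15)K9me1 75 nM, 30 min RT; compound added, 30 min RT; streptavidin donor/Ni-chelate acceptor beads 10 ug/mL each final, 30 min RT dark; AlphaScreen read.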
Numbers without * were called inactive; ? = inconclusive; [ ] = dose if it differs, or a comment. % is set by controls: 0 for no effect and ±100 for the full control effect; potency is the fitted concentration of half-maximal effect.

| smiles | L3MBTL1 inh |
| --- | --- |
| COc1ccc(C(=O)NNC(=O)C(NC(=O)c2cc(OC)cc(OC)c2)C(C)C)cc1 (centres undefined) | 6.9% |
| CC(C)(C)OC(=O)NNc1c2ccccc2nc2ccccc12 | -0.9% |
| Cc1ccc(OCC(O)CN2CCN(CCO)CC2)c(C)c1 (centres undefined) | 6.1% |
| O=C(NCCc1ccccc1F)C1CC(O)CN1C(=O)Nc1ccccc1 (centres undefined) | 8.9% |
| CCC(C)(C)NC(=O)CN(C(=O)CCC(=O)Nc1nccs1)c1cccc(C)c1C | 6.5% |
| CC(=O)Nc1ccc(S(=O)(=O)N(C)CC(=O)NNC(=O)c2cccs2)cc1 | 2.1% |
| CCC(CO)Oc1cc(NCc2ccc(F)cc2)c2ncn(C(C)C)c2c1 (centres undefined) | ? |
| COc1ccc(C(=O)Nc2cccc3c2CCCC3)cc1OC | -0.4% |
| CCCCCN(C(=O)CCC(=O)OCC(=O)c1ccc(C(C)CC)cc1)c1c(N)n(CCCC)c(=O)[nH]c1=O (centres undefined) | -7.7% |
| O=C(COC(=O)c1ccc(S(=O)(=O)N2CCCC2)cc1)Nc1cccc(Cl)c1 | -8.7% |
| CCOc1ccccc1OCCCC(=O)Nc1ccc(Cl)c(S(=O)(=O)N2CCOCC2)c1 | 0.4% |
| CCN(C(=O)c1ccc(=O)n(C)n1)c1c(N)n(Cc2ccccc2)c(=O)[nH]c1=O | -10.3% |
| O=C(NC1CC1)c1cccc2c1C(=O)c1ccc(N3CCC(Cc4ccccc4)CC3)cc1S2(=O)=O | -0.5% |
| CN(C(=O)c1cc2ccccc2o1)c1c(N)n(Cc2ccccc2)c(=O)[nH]c1=O | -9.9% |
| COc1cc(-c2cc(C(=O)OCC(=O)NC3CC3)c3ccccc3n2)cc(OC)c1OC | -6.2% |
| Cc1cccc(N2C(=O)CC(Sc3nccc(C)n3)C2=O)c1 (centres undefined) | 1.6% |
| O=C(Oc1ccc(Cl)cc1)N1CCOCC1 | 1.2% |
| COc1ccc(OC)c(N(C)S(=O)(=O)c2cc3c(cc2C)NC(=O)CO3)c1 | -4.4% |
| CCN1CCN(S(=O)(=O)c2ccc(Cl)c(C(=O)NC3CCC(C)CC3)c2)CC1 (centres undefined) | 2.1% |
| CC(C)[C@H]1COCCS(=O)(=O)N1Cc1ccccc1-c1ccc(C(C)(C)C)cc1 | 0.7% |

Shown with each value named: part of the list above.
molecule: COc1ccc(C(=O)Nc2cccc3c2CCCC3)cc1OC
  L3MBTL1 inh = -0.4%

molecule: COc1ccc(C(=O)NNC(=O)C(NC(=O)c2cc(OC)cc(OC)c2)C(C)C)cc1 (centres undefined)
  L3MBTL1 inh = 6.9%

molecule: CC(C)(C)OC(=O)NNc1c2ccccc2nc2ccccc12
  L3MBTL1 inh = -0.9%

A different layout for two compounds above.
> CCC(CO)Oc1cc(NCc2ccc(F)cc2)c2ncn(C(C)C)c2c1 (centres undefined)
- L3MBTL1 inh: ?

> COc1ccc(C(=O)Nc2cccc3c2CCCC3)cc1OC
- L3MBTL1 inh: -0.4%

The list continues:
| smiles | L3MBTL1 inh |
| --- | --- |
| COc1cccc(N2CC(NS(=O)(=O)c3ccc(Cl)cc3)CC2=O)c1 (centres undefined) | -0.7% |
| CC(C)(Oc1ccc(Cl)cc1)C(=O)OCc1nc2ccsc2c(=O)[nH]1 | -1.5% |
| O=C(Nc1nc(-c2cc(F)ccc2F)cs1)c1cccc(N2C(=O)CCC2=O)c1 | -5.6% |
| CC(C)CN1C(=O)C(=O)N(CC(=O)NC(C)CCc2ccccc2)C1=O (centres undefined) | 11.9% |
| COc1ccc(C(CNC(=O)c2ccc(NS(=O)(=O)c3ccc(F)c(C)c3)cc2)N2CCOCC2)cc1 (centres undefined) | 2.6% |
| O=[N+]([O-])c1cccc(S(=O)(=O)Nc2ccc3cn[nH]c3c2)c1 | 0.0% |
| COc1ccc(/C=C(\C#N)C(=O)OCC(=O)N(C)C2CCS(=O)(=O)C2)cc1 (centres undefined) | 2.6% |
| OC[C@H]1O[C@H](OC[C@H]2OC(O)[C@H](O)[C@@H](O)[C@@H]2O)[C@H](O)[C@@H](O)[C@@H]1O (some centres undefined) | 1.0% |
| COc1cc(NC(=O)c2ccccc2OCc2ccccc2)cc(OC)c1OC | -9.5% |
| COCc1c(C(=O)Nc2cccc(S(=O)(=O)N3CCCCC3)c2)oc2ccccc12 | -11.7% |
| C[C@@H](CN=[N+]=[N-])CN1CC[C@H](O)CCC1=O | 4.2% |
| COCCN(C(=O)COC(=O)/C=C/c1ccc2c(c1)OCO2)c1c(N)n(Cc2ccccc2)c(=O)[nH]c1=O | 3.3% |
| COc1ccccc1NC(=O)CSc1nc2ccccc2c(=O)n1C | 33.0%[2.29 µM] |
| COc1ccccc1CNC(=O)CCS(=O)(=O)c1ccc(Cl)cc1 | 5.9% |
| CN1C(=O)N(CC(=O)N2CCN(S(=O)(=O)c3ccc(Cl)s3)CC2)C(=O)C12CCCCC2 | 2.7% |
| COc1cccc(CNC(=O)c2cccc(NC(=O)C3=C(C)OCCS3)c2)c1 | -12.4% |
| CCN1CCN(c2ccc(S(=O)(=O)N3CCOCC3)cc2NC(=O)/C=C/c2ccc([N+](=O)[O-])cc2)CC1 | -9.3% |
| O=C(Nc1nnc(Cc2ccccc2F)s1)Nc1ccccc1F | 4.8% |
| COc1ccc(/C=C/C(=O)OCC(=O)NC2CC2)c(OC)c1 | 3.6% |
| Nc1cc(C(F)(F)F)ccc1OCC1CCCO1 (centres undefined) | 7.3% |

Random excerpt: 2 records from the list, in no set order.
| smiles | L3MBTL1 inh |
| --- | --- |
| CCN1CCN(c2ccc(S(=O)(=O)N3CCOCC3)cc2NC(=O)/C=C/c2ccc([N+](=O)[O-])cc2)CC1 | -9.3% |
| COCc1c(C(=O)Nc2cccc(S(=O)(=O)N3CCCCC3)c2)oc2ccccc12 | -11.7% |

Later entries:
smiles | L3MBTL1 inh
Cc1cccc(NC(=O)CNC(=O)Cc2ccc(S(=O)(=O)N3CCOCC3)s2)c1C | 1.6%
CCN(C(=O)CSc1nc2cc(Cl)ccc2c(=O)n1CC(C)C)C1CCS(=O)(=O)C1 (centres undefined) | -0.2%
CCOc1ccc(C(=O)NCCNC(=O)c2ccc(OCC)cc2)cc1 | -4.2%
Cc1ccc(-c2cc(C(=O)NC3CCN(Cc4ccccc4)CC3)c3ccccc3n2)cc1 | 0.9%
CC(C(=O)NCc1cccnc1)c1ccc([N+](=O)[O-])cc1 (centres undefined) | -1.5%
CC(C)(C)NC(=O)CSc1ncnc2c1cnn2-c1ccccc1 | -4.9%
CCN1C(=NCc2ccco2)N[C@@H](c2cccc(F)c2)C(C(=O)OC)=C1C | 5.6%
COC(=O)c1ccccc1NC(=S)N1CCOCC1 | 2.6%
CCN(CC)S(=O)(=O)c1ccc(NC(=O)CO/N=C(\N)c2ccccc2)cc1 | 5.6%
CCOC(=O)c1c(C)[nH]c(C)c1C(=O)COC(=O)/C=C/c1ccco1 | -6.0%
CCN(CC)S(=O)(=O)c1cc(NC(=O)C2CSC3(C)CCC(=O)N23)ccc1C (centres undefined) | 2.7%
COc1ccccc1C(C)NC(=O)CN(C)CC(=O)Nc1c(C)cccc1C (centres undefined) | -0.6%
Cc1nc2sccn2c(=O)c1S(=O)(=O)NCC(C)c1ccccc1 (centres undefined) | -7.6%
COc1ccc(C2=NN(C(=O)COC(=O)c3ccc(S(C)(=O)=O)c([N+](=O)[O-])c3)C(c3ccco3)C2)cc1 (centres undefined) | -2.9%
CN(CC(=O)Nc1cccc(S(=O)(=O)N2CCCC2)c1)CC(=O)Nc1ccc(Cl)c(C(F)(F)F)c1 | -8.1%
CCOC(=O)C1=CNS(=O)(=O)NC1c1ccc(C(=O)OC)cc1 (centres undefined) | 6.3%
Cc1ccc(CN2CC(=O)N3[C@H]4c5cc(C)ccc5OC[C@@H]4[C@H](c4ccccc4)[C@]3(C)C2=O)cc1 | -4.2%
Cc1noc(C)c1NC(=O)Nc1ccc2c(c1)CC(=O)N([C@H](C)CO)C[C@@H](C)[C@H](CN(C)CC1CCCCC1)O2 | -3.6%
Cc1cc(NS(=O)(=O)c2ccc(NC(=O)C(C)Oc3ccccc3Cl)cc2)no1 (centres undefined) | -0.3%
CCN(CC)C(=O)[C@H]1C[C@H](CC(=O)NCCC2=CCCCC2)C(=O)N2CCc3c([nH]c4ccc(Cl)cc34)[C@]12C | -3.2%
Cc1cccc(N2C(=O)N3[C@H](c4ccc(F)cc4)[C@@H]4C(=O)N(C5CCCCC5)C(=O)[C@@H]4[C@]3(Cc3ccccc3)C2=O)c1 | -7.4%
O=C(CCNS(=O)(=O)c1ccccc1)OCC(=O)c1ccc(F)cc1 | 6.5%
Cc1cn([C@H](C(=O)NCCCCCCCCCCC(=O)N2CCN(C(=O)OC(C)(C)C)CC2)[C@@H](C)O)nn1 | -0.3%
Cc1cc(C)cc(OCC(=O)NNC(=O)c2ccccn2)c1 | -0.8%
O=C(NCc1ccc(Cl)cc1)c1cccc2c1C(=O)N(CC1CCCO1)C2 (centres undefined) | 9.4%
Oc1ccc(C[C@@H]2CNCCN2CC2(c3ccccc3)CC2)cc1 | 6.3%
Cc1ccc(SCC(=O)OCC(=O)N(CCC#N)c2ccccc2)cc1C | 0.9%
NC(=O)C1CCN(C(=O)c2cccc(S(=O)(=O)N3CCCC3)c2)CC1 | -4.5%
CN(Cc1ccc(Cl)cc1Cl)C(=O)CCNC(=O)c1ccco1 | -2.0%
Cc1ccccc1CN1CCN(C(=O)c2ccc(F)cc2)CC1 | 39.4%[activator]

smiles | L3MBTL1 inh
Cc1cccc(Nc2nc(C)cc(C)n2)c1 | 10.3%
CC(C)(C)NC(=O)C(c1ccc(-c2ccccc2)cc1)N(C[C@H]1CC[C@@H]([C@@H]2CC[C@H](CO)O2)O1)C(=O)c1cccc(Cl)c1 (some centres undefined) | 0.1%
CC1Cc2ccccc2N1C(=O)COC(=O)/C=C/c1ccc(F)cc1 (centres undefined) | 5.8%
CCOC(=O)[C@H]1[C@H]2COc3ccc(OC)cc3[C@@H]2N2C(=O)CN(Cc3ccc(C)cc3)C(=O)[C@@]12C | -0.8%
Cc1cccc([C@@H]2[C@@H]3C(=O)N(Cc4ccccc4)C(=O)[C@@H]3[C@]3(Cc4ccc(Cl)cc4)C(=O)N(c4cccc(Cl)c4)C(=O)N23)c1 | -0.7%
CC1CCN(C(=O)c2ccc(NS(=O)(=O)c3ccc4[nH]c(=O)[nH]c4c3)cc2)CC1 | -1.6%
CCCN(C(=O)CSc1nnc(N)s1)c1c(N)n(Cc2ccccc2)c(=O)[nH]c1=O | -5.1%
CC(C)NC(=O)C(C)Oc1ccc(S(=O)(=O)NCc2ccc3c(c2)OCO3)cc1 (centres undefined) | -8.5%[2.29 µM]
CN(Cc1ccc(F)cc1)C(=O)c1ccc(NS(=O)(=O)c2ccc3[nH]c(=O)[nH]c3c2)cc1 | 0.0%
COc1ccc(CCNc2nc(C)cc(C)n2)cc1OC | -0.3%
CC(=O)N/C(=C/C(C)C)c1ccccc1 | -0.6%
CC(C)N(C(=O)[C@H]1C[C@H](CC(=O)NCC23CC4CC(CC(C4)C2)C3)C(=O)N2CCc3c([nH]c4cc(-c5ccco5)ccc34)[C@]12C)C(C)C | 26.0%
CC1CCN(C(=O)c2[nH]cnc2C(=O)NCCCCCNC(=O)OC(C)(C)C)CC1 | -1.8%
CC[C@]12c3[nH]c4ccccc4c3CCN1C(=O)C(CC(=O)NC(C)(C)C)C[C@@H]2C(=O)N1CCN(C(=O)C2CC2)CC1 (some centres undefined) | -0.4%
O=C(Cn1c(=O)cnc2ccccc21)N1CCN(S(=O)(=O)c2ccc(F)cc2)CC1 | 9.0%
C[C@H]1CN([C@@H](C)CO)C(=O)c2cccc(NC(=O)Nc3ccc(C(F)(F)F)cc3)c2O[C@@H]1CN(C)S(=O)(=O)c1ccc(Cl)cc1 | 0.8%
CC[C@@H]1C/C=C\Cc2ccccc2[C@@H](C(=O)C[C@@H](O)CC(C)=O)OC1=O | -0.6%
CCOC(=O)C1CCN(C(=O)c2ccc3c(=O)n4c(nc3c2)CCCCC4)CC1 | 0.2%
CN1CCN(c2ccc(NC(=O)c3ccc(Cl)cc3Cl)cc2)CC1 | -0.6%
CC(Sc1nnc(-c2ccccc2F)n1C)C(=O)NC1CCCCC1 (centres undefined) | 3.7%
CCC(NC(=O)c1ccccc1NC(=O)C(C)(C)C)C(=O)N1CC(C)OC(C)C1 (centres undefined) | -5.9%
C[C@H](CO)N1C[C@H](C)[C@@H](CN(C)S(=O)(=O)c2ccccc2)Oc2c(NC(=O)Nc3ccc(C(F)(F)F)cc3)cccc2C1=O | -6.6%
CN(C)CCOC1c2ccccc2-c2ccccc21 | 2.4%
COCCNC(=O)CCC1CCN(Cc2cccc(-c3ccc(C)o3)c2)CC1 | -1.5%
C/C(=C\c1cc2ccccc2o1)C1Nc2cccc3cccc(c23)N1 | -1.9%
O=C(/C=C/c1ccccc1Cl)N1CCOCC1 | 9.6%
COc1ccc(NC(=O)c2ccc3c(c2)N(C)CCS3)cc1 | -3.0%
COCC(=O)N1CCc2ccc(NC(=O)c3ccccc3Cl)cc2C1 | 2.9%
C[n+]1ccn(CC(=O)c2cccs2)c1 | -2.6%
O=S1(=O)CCOC[C@H](CC2CCCCC2)N1Cc1ccccc1 | 2.7%

smiles | L3MBTL1 inh
COc1ccc(CCC(=O)Nc2cc(S(=O)(=O)N3CCCCC3)ccc2N(C)C)cc1 | -6.9%
CCCN(CCC)C(=O)c1cc(S(=O)(=O)N2CCCCC2)c[nH]1 | 4.4%
O=C(c1ccc(Cl)c(S(=O)(=O)NCc2cccnc2)c1)N1CCCC1 | -5.2%
Nc1c(Cl)cc(C2=NCCn3c2c2ccc(C(F)(F)F)cc2[n+]3[O-])cc1Cl | -8.2%
CCOc1cc(/C=C(\C#N)C(=O)Nc2ccccc2C(=O)O)ccc1OC(=O)c1ccc(C)cc1 | 4.8%
CN(CC(=O)Nc1cccc(F)c1)C(=O)c1ccc(NC2CC2)c([N+](=O)[O-])c1 | -8.9%

Some of the compounds tested. The share of hits here may be higher or lower than overall.
